tim10-1 inh – inhibits growth of tim10-1 mutant yeast; AID 463190; S. cerevisiae tim10-1 ts strain growth, BacTiter-Glo, 24 h; hit rate 2.2% among 330,000; inhibition, % at 20 µM;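 active = inhibition of at least 40%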;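 also: mutant grown at 25 °C; 0% = DMSO wells with yeast and 100% = wells holding no yeast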
APOBEC3A inh – inhibitors of human APOBEC3A DNA deaminase. recombinant A3A, FAM/TAMRA ssDNA deamination fluorescence. inhibition, % at 20 µM. hit rate 0.41% among 330,000;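 active = at least 40% inhibition at 20 µM here, with at most 30% in a related deaminase screen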;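 also: plate controls were A3A with DMSO for no effect and wells lacking A3A enzyme for full effect; some results filed as inactive read as strong as hits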
Target sequence (P31941 whole entry, looked up): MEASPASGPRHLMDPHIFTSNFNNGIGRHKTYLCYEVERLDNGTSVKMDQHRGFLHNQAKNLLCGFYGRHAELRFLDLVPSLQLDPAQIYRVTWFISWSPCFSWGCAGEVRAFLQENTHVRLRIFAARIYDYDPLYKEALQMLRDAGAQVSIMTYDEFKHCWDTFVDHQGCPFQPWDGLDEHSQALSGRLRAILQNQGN
beta cell repl – MIN6 beta-cell proliferation induction; MIN6 cells proliferation, ATPlite luminescence, 48 h; cells starved in 0.2% serum; 100% = growth in 10% serum; proliferation, % at 10 µM; hit rate 0.29% among 330,000; AID 2380;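 active = compounds whose signal lies at least 3.5 SD above the mean of all wells on their plate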;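 also: 0% = DMSO-treated cells in low-serum medium and 100% = 10% serum control; some compounds called inactive have numbers as strong as hits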
mIAP act – increases mouse intestinal alkaline phosphatase activity; muIAP, CDP-Star luminescence, 30 min; active compounds read high; 1 = vehicle-only enzyme signal, 0 = enzyme-free wells; activation factor at 10 µM; hit rate 0.24% among 330,000; AID 2805;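 active = activation factor of at least 2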; also: the source names both 10 and 20 µM as test concentration; values of inactives mirror those of a sister screen read the other way
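System: Mouse IAP enzyme | Also added: CDP-Star substrate | Dosing: Compounds dispensed in DMSO | Schedule: 30 min enzyme-substrate-compound incubation at room temperature | Technique: Chemiluminescence readout | Control set: DMSO-only wells and no-enzyme negative control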
mIAP inh – blocks mouse intestinal alkaline phosphatase. purified mouse IAP, CDP-Star luminescence, 30 min. inhibition, % at 10 µM. hit rate 0.2% among 330,000. AID 2806;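 active = inhibition of at least 40% at 10 µM in the primary screen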;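 also: plate controls were DMSO with enzyme for no effect and no enzyme wells for full effect; values of inactives mirror those of a sister screen read the other way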
NLRP3 yeast inh – blocks the NALP3 inflammasome reconstituted in yeast; Yeast reconstituted NLRP3/ASC/caspase-1, beta-gal luminescence, 24 h; inhibition, % at 10 µM; hit rate 0.39% among 330,000; AID 2825;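 active = inhibition of 50% or more; inactive = inhibition below 50%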;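 also: plate controls were induced DMSO wells for no effect and uninduced yeast grown without galactose for full effect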
TIM10 inh – inhibits growth of TIM10 yeast strain | hit rate 1.4% among 330,000 | S. cerevisiae TIM10 strain growth, BacTiter-Glo luminescence, 24 h | inhibition, % at 10 µM;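 active = inhibition of 40% or more at the single tested concentration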;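 also: wild-type TIM10 isogenic control strain grown at permissive 25 °C; 0% = DMSO yeast wells and 100% = minimal medium wells without yeast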
hIAP block – blocks human intestinal alkaline phosphatase | P09923 | hit rate 0.12% among 330,000 | inhibition, % at 10 µM | purified IAP, CDP-Star luminescence, 30 min | AID 2544;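 active = inhibition reaching a set limit with compound at 10 µM in the primary screen, cut at about 35% in these data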;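 also: plate controls were DMSO wells with enzyme for no effect and no-enzyme buffer wells for full effect; values of inactives mirror those of a sister screen read the other way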
Target sequence (P09923 whole entry, looked up): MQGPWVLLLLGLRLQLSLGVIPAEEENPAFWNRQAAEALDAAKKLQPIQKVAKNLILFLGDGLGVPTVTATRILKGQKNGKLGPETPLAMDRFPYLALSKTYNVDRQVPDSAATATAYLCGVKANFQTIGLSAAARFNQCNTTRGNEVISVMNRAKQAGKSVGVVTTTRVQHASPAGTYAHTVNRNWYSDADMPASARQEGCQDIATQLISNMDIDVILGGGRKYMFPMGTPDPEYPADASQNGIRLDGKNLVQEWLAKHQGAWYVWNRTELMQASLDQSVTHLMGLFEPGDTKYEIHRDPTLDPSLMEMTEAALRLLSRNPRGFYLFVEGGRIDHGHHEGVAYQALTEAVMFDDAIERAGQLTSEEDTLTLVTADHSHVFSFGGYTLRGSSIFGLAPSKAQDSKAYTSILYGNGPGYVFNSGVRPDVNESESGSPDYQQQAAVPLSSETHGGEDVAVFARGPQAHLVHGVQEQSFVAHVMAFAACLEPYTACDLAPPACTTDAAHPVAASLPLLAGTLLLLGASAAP
APOBEC3G inh – APOBEC3G (human) deaminase inhibition; hit rate 0.28% among 330,000; inhibition, % at 20 µM; recombinant A3G, ssDNA deamination FAM/TAMRA fluorescence; Q9HC16;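 active = inhibition of at least 40% at 20 µM, with no more than 30% in the related APOBEC3A deaminase screen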;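 also: plate controls were DMSO wells with A3G for no effect and wells lacking A3G enzyme for full effect; some compounds called inactive have numbers as strong as hits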
* hit, by the source's call.

SMILES	tim10-1 inh	APOBEC3A inh	beta cell repl	mIAP act	mIAP inh	NLRP3 yeast inh	TIM10 inh	hIAP block	APOBEC3G inh
Cc1noc(C)c1S(=O)(=O)N(C)C[C@H]1Oc2ccc(NC(=O)NC(C)C)cc2C(=O)N([C@H](C)CO)C[C@@H]1C	18	-5	-3	1.2	-23	10	-5	-14	-8
O=c1c2ccccc2c(C=NCCc2ccccc2)c(O)n1Cc1ccccc1	37	-4	-3	0.94	6	-4	34	1	-6
CC(=NNC(=O)c1cc(C)nc2ccccc12)c1ccc(N2CCOCC2)cc1	-8	-1	0	0.95	5	-4	7	6	1
Cc1c(O)ccc(/C=N/Nc2nc(-c3cccnc3)nc3ccccc23)c1O	18	1	-6	0.8	20	18	14	-21	1
CC(=O)c1cnc2c(-c3ccccc3)cnn2c1C	20	-1	-2	1	-4	18	-5	-3	-1
Cc1ccccc1CN1[C@@H](CC2CCCCC2)COCCS1(=O)=O	32	-1	-5	0.94	6	13	31	19	-5
CCN1CCN(CCC(=O)Nc2ccc(Br)c(C)c2)CC1	-4	-6	-3	0.95	5	6	-3	-5	-6
NS(=O)(=O)c1ccc(CCNC(=O)COC(=O)c2nc(Cl)ccc2Cl)cc1	7	6	-3	1	0	6	3	14	-2
CC/C(=N\NC(=O)COc1ccc(Br)cc1)c1ccc(OC)c(OC)c1	-4	6	2	1	-2	21	7	0	14
CC(=O)Nc1ccccc1C(=O)C(=O)Nc1cccc(C(=O)NCc2ccc(C)cc2)c1	20	-3	0	1	-2	3	26	19	-11
C/C=C/c1cc(CN2CCN(c3ccccc3)CC2)c(O)c(OC)c1	12	-5	-3	0.92	8	40	20	-39	-11
O=C(NCC(c1ccco1)N1CCN(c2ccccc2)CC1)OCc1ccccc1 (stereo not given)	41*	-2	0	0.96	4	12	6	-4	-11
Cc1ccc(-c2cc(C(F)(F)F)c(C#N)c(=O)[nH]2)cc1	2	3	0	1	-1	18	-5	5	-3
Cc1sc2nc(CSC(C)C(=O)Nc3cc(S(C)(=O)=O)ccc3Cl)[nH]c(=O)c2c1C (stereo not given)	6	5	-1	1	-4	9	-5	2	-1
CCN1CCN(C(c2ccccc2OC)c2nnnn2C2CCCCC2)CC1 (stereo not given)	8	-1	1	1.1	-8	32	-15	2	8
O=C(CCn1c(=O)[nH]c2ccsc2c1=O)N1CCc2ccccc2C1	7	-1	0	0.98	2	-9	6	3	-4
N=C(N)SCc1cccc2ccccc12	5	1	-4	0.97	3	-2	-1	3	-4
COCCCNC(=S)Nc1cccc2ncccc12	1	-2	0	1.1	-5	6	-14	-6	-2
O=C1NC(c2ccccc2)=C(c2nc3ccccc3s2)C(c2ccc(O)cc2)N1 (stereo not given)	18	-3	-6	0.9	10	-3	7	0	-4
Cc1nn(-c2ccccn2)c2c1C(c1ccncc1)C1=C(CC(C)(C)CC1=O)N2 (stereo not given)	21	1	0	1	-2	-4	21	10	-5
O=c1[nH]c2ccc(S(=O)(=O)N3CCCCC3)cc2[nH]1	2	-3	-3	0.93	7	3	5	13	-7
Cn1cnnc1SCC(=O)c1ccc(OC(F)F)cc1	5	0	-1	0.89	11	-2	-7	5	-5
O=S(=O)(c1ccc2c(c1)OCCO2)N1CCC(c2nc3ccccc3s2)CC1	16	0	-2	1	0	16	0	6	-4
O=C(c1ccc([N+](=O)[O-])cc1[N+](=O)[O-])n1cnc2ccccc21	69*	-2	-4	0.94	6	16	59*	14	-5
N#Cc1ccc(N2CCN(c3ccc(F)cc3)CC2)cc1	16	-4	0	1	-5	15	18	7	-1
CN(C)c1ccc(NC(=O)c2ccc(COc3cccc(Cl)c3)o2)cc1	19	-5	-1	1	0	9	21	-3	-4
Cc1ccc2[nH]c3c(N4CCN(Cc5ccccc5)CC4)ncnc3c2c1	31	-1	-6	1.3	-32	18	38	1	0
CC(C)OC(=O)c1c(-c2ccc(C(C)C)cc2)csc1NC(=O)C1CCCO1 (stereo not given)	10	0	-1	0.98	2	10	19	12	-1
CCOCCCN1CC(=O)N2[C@@H](Cc3c([nH]c4ccccc34)C2(C)C)C1=O	-8	-2	1	0.95	5	4	14	-1	-7
O=C(NC1CCCC1)C(c1ccc(N2CCOCC2)cc1)N(Cc1ccco1)C(=O)c1ccco1 (stereo not given)	15	-2	-3	1.1	-5	22	-2	-6	5
COc1cc(OC)c2cc(C(=O)N[C@@H](Cc3ccccc3)C(=O)O)n(C)c2c1	4	3	-2	0.97	3	10	6	5	-1
Cc1ccc(S(=O)(=O)N(Cc2c(F)cccc2Cl)C(=O)N2CCN(C)CC2)cc1	13	-3	3	0.92	8	16	-6	8	-9
CC(C)(C)C(=O)Nc1ccc(C(=O)COC(=O)c2ccccn2)cc1	-19	-3	1	1	-1	5	1	-3	-8
CCCCN(C(=O)c1cc2c(s1)CCC2)c1c(N)n(CCC)c(=O)[nH]c1=O	4	29	4	1	0	14	2	-1	11
CNC(=S)N(CCc1c(C)[nH]c2ccc(OC)cc12)Cc1cc(OC)c(OC)c(OC)c1	7	1	8	1.1	-12	2	2	12	-9
CN(CC(=O)Nc1ccc(N2CCOCC2)cc1)C(=O)CSc1ccc(F)cc1	-4	0	3	0.98	2	8	12	4	-10
O=CN1CCN(C(=O)c2ccc(Br)o2)CC1	-20	1	-1	0.92	8	4	5	13	-3
O=C(CSc1nccn(-c2cccc(F)c2)c1=O)Nc1ccc(Cl)cc1F	-10	-5	-4	0.8	20	25	-10	3	-16
CCN(CC)C(=O)CSc1nnc2c3ccccc3n(C)c2n1	16	1	1	0.96	4	20	-8	-6	-5
Cc1cc(C)c(OCCCNC2CCCC2)c(Br)c1	11	-5	-4	1.1	-10	24	5	16	-8
CC1CCc2sc(C(=O)OC(C)C(=O)Nc3ncc(Cl)cc3Cl)cc2C1 (stereo not given)	-13	-9	-3	0.87	13	16	6	6	-9
CSc1ccccc1NC(=O)c1cc(-c2ccc3c(c2)OCO3)on1	-26	-4	0	1	-3	19	-2	-9	-7
CCCCC(CC)C(=O)Nc1ccc(Nc2ccccc2)cc1 (stereo not given)	-3	0	-4	1.1	-6	28	0	-2	-8
CCCCNC(=S)Nc1ccc(-c2nc3ccc(C)cc3s2)cc1	18	2	0	1	-2	12	-1	13	-3
CC1Cc2nc(SCC(=O)Nc3ccc(F)cc3F)n(C)c(=O)c2S1 (stereo not given)	29	-6	-2	1	-2	-15	-25	-39	-5
Cc1ccc2nc(SCC(=O)NCCCN3CCCC3=O)[nH]c2c1	-8	-3	0	0.93	7	17	-4	-9	-7
COc1ccc(Cl)cc1S(=O)(=O)Oc1ccc(NC(C)=O)cc1	16	3	-5	1.1	-13	7	7	-8	-5
COC(=O)c1nn(-c2cccc(C)c2)c2nnc(Cc3ccccc3)c(=O)n12	-24	3	0	1	-5	18	-12	21	-2
COc1cccc(CCNC(=O)CCc2nnc(-c3ccc4c(c3)OCO4)o2)c1	3	-1	-2	1	-1	-3	4	-8	-4
CCOC(=O)C1CCCN(C(=O)c2ccc(S(=O)(=O)NCc3ccco3)cc2)C1 (stereo not given)	-5	1	-1	0.95	5	14	-11	6	1
CC1=C/C(=C(\c2ccc(O)c(C)c2)c2ccccc2S(=O)(=O)O)C=CC1=O	1	2	4	1	-4	22	-4	5	12
CCOc1ccc(OCCOCCN2CCCC2)cc1	6	-6	0	1	-3	16	-8	4	-12
CCCNC(=O)COc1nc2ccccc2nc1N1CCOCC1	11	-3	0	0.99	0	10	-4	-2	-6
CSc1ncccc1C(=O)OCC(=O)c1ccc(S(=O)(=O)N2CCCCC2)cc1	18	-2	1	0.93	7	7	5	4	-7
COCCNC(=O)C(c1ccc(OC)cc1)N(CCOC)C(=O)CCC(=O)Nc1nccs1 (stereo not given)	4	7	0	1	-3	7	-9	12	-14

Filtered by structure: those above with four or more nitrogen atoms (13)
SMILES	tim10-1 inh	APOBEC3A inh	beta cell repl	mIAP act	mIAP inh	NLRP3 yeast inh	TIM10 inh	hIAP block	APOBEC3G inh
Cc1noc(C)c1S(=O)(=O)N(C)C[C@H]1Oc2ccc(NC(=O)NC(C)C)cc2C(=O)N([C@H](C)CO)C[C@@H]1C	18	-5	-3	1.2	-23	10	-5	-14	-8
CC(=NNC(=O)c1cc(C)nc2ccccc12)c1ccc(N2CCOCC2)cc1	-8	-1	0	0.95	5	-4	7	6	1
Cc1c(O)ccc(/C=N/Nc2nc(-c3cccnc3)nc3ccccc23)c1O	18	1	-6	0.8	20	18	14	-21	1
CCN1CCN(C(c2ccccc2OC)c2nnnn2C2CCCCC2)CC1 (stereo not given)	8	-1	1	1.1	-8	32	-15	2	8
Cc1nn(-c2ccccn2)c2c1C(c1ccncc1)C1=C(CC(C)(C)CC1=O)N2 (stereo not given)	21	1	0	1	-2	-4	21	10	-5
O=C(c1ccc([N+](=O)[O-])cc1[N+](=O)[O-])n1cnc2ccccc21	69*	-2	-4	0.94	6	16	59*	14	-5
Cc1ccc2[nH]c3c(N4CCN(Cc5ccccc5)CC4)ncnc3c2c1	31	-1	-6	1.3	-32	18	38	1	0
CCCCN(C(=O)c1cc2c(s1)CCC2)c1c(N)n(CCC)c(=O)[nH]c1=O	4	29	4	1	0	14	2	-1	11
CCN(CC)C(=O)CSc1nnc2c3ccccc3n(C)c2n1	16	1	1	0.96	4	20	-8	-6	-5
Cc1ccc2nc(SCC(=O)NCCCN3CCCC3=O)[nH]c2c1	-8	-3	0	0.93	7	17	-4	-9	-7
COC(=O)c1nn(-c2cccc(C)c2)c2nnc(Cc3ccccc3)c(=O)n12	-24	3	0	1	-5	18	-12	21	-2
CCCNC(=O)COc1nc2ccccc2nc1N1CCOCC1	11	-3	0	0.99	0	10	-4	-2	-6
COCCNC(=O)C(c1ccc(OC)cc1)N(CCOC)C(=O)CCC(=O)Nc1nccs1 (stereo not given)	4	7	0	1	-3	7	-9	12	-14
